Bioassay records (PubChem)
XBP1 UPR activ = activators of adaptive XBP1 UPR arm, primary screen, cell-based, CHO-XBP1 luciferase reporter, luminescence, uHTS; IRE1-XBP1 UPR activation; percent of tunicamycin response, DMSO as zero; activation, % at 20 µM; hit rate 0.33% among 330,000;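 active = versus positive control, 20 µM dose yields 30% or more activation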;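 note: 100% = tunicamycin at 10 µg/mL and 0% = DMSO only wells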
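incubation = overnight seeding at 37 °C, 6 h compound treatment at 37 °C | assay system = CHO-XBP1 cells stably carrying IRE1-XBP1-driven luciferase reporter | input = 1000 cells per well | detection = luciferase luminescence | dosing = single point, 20 µM final compound, 1% DMSO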
TIM10 inh = growth inhibitors of isogenic TIM10 control yeast, primary screen, counter-screen for tim10-1 yeast inhibitor project, luminescence, uHTS; S. cerevisiae TIM10 strain growth, BacTiter-Glo luminescence, 24 h; inhibition, % at 10 µM; hit rate 1.4% among 330,000; AID 463195, 2010;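 active = inhibition of 40% or more at the single tested concentration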;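 note: wild-type TIM10 isogenic control strain grown at permissive 25 °C; 0% = DMSO yeast wells and 100% = minimal medium wells without yeast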
Mdm2-MdmX inh = inhibitors of human Mdm2-MdmX association, primary screen, cell-based, luminescence, split luciferase, SaOS-2, uHTS. hit rate 3% among 330,000. inhibition, % at 8 µM. Protein Mdm4 (Homo sapiens) + E3 ubiquitin-protein ligase Mdm2 (Homo sapiens), …. AID 485346, 2010. SaOS-2 split-luciferase Mdm2/MdmX complementation;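 active = inhibition of at least 50% at 8 µM in the primary screen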
APJ antagonist = antagonists of human apelin receptor APJ, primary screen, CHO-K1 cells, beta-arrestin complementation, luminescence; P35414; inhibition, % at 20 µM; hit rate 0.32% among 330,000; AID 2521, 2010;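 active = inhibition above about 40% at 20 µM, limit read from the data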;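 note: cells challenged with 10 nM apelin-13 agonist together with compound; plate controls were apelin-13 plus DMSO wells for no effect and DMSO wells lacking apelin-13 for full effect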
Target sequence (P35414 whole entry, looked up): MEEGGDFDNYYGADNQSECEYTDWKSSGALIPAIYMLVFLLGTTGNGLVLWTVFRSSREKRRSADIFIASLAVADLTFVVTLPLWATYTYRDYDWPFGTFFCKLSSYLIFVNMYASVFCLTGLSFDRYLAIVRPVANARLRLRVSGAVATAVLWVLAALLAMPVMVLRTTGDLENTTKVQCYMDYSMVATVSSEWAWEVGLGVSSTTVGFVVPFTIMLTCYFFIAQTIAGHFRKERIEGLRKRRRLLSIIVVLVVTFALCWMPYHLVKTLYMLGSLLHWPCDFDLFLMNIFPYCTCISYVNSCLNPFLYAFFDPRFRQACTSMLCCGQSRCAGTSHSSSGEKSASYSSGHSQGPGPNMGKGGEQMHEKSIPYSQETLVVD
CXCR6 inh = CXCR6 receptor inhibitors, primary screen, cell-based, beta-arrestin, luminescence, CHO-K1 PathHunter, 1536-well; C-X-C chemokine receptor type 6 (Homo sapiens), O00574; inhibition, % at 20 µM; hit rate 0.36% among 360,000; in the data active = inhibition above about 34%, passing the limit was not always enough;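 note: antagonist mode with CXCL16 agonist at 10 nM final; 0% = 10 nM CXCL16 with DMSO and 100% = unstimulated wells without agonist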
Target sequence (O00574 whole entry, looked up): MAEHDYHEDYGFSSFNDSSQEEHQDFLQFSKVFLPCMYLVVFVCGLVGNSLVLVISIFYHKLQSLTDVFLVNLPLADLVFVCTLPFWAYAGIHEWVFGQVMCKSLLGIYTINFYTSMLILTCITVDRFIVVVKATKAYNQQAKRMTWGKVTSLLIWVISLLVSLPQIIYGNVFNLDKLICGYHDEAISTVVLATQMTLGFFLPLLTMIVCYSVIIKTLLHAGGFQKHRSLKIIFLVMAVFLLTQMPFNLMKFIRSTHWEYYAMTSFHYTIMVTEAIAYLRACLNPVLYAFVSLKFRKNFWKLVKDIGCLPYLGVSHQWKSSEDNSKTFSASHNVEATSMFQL
CHOP UPR activ = activators of apoptotic CHOP UPR arm, primary screen, cell-based, CHO-CHOP luciferase reporter, luminescence, uHTS; activation, % at 10 µM; UPR activation; percent of tunicamycin response over DMSO baseline; hit rate 0.34% among 330,000;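 active = at 10 µM dose, activation of 40% or more, normalized to positive control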;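 note: 100% = tunicamycin at 10 µg/mL and 0% = DMSO alone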
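Assay system: CHO cells with stable CHOP pathway luciferase reporter; Buffer or medium: F12 plus 10% serum; Times: 16-18 h cell attachment, then 6 h compound exposure, 37 °C; Signal: luciferase luminescence; Read-out basis: percent activation relative to tunicamycin control; Control set: tunicamycin high control, DMSO low control.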
tim23-1 inh = growth inhibitors of tim23-1 mutant yeast, primary screen, luminescence, uHTS; inhibition, % at 20 µM; S. cerevisiae tim23-1 growth, BacTiter-Glo luminescence, 24 h; hit rate 1.3% among 330,000;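 active = growth inhibition of the mutant yeast at or above 50%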;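 note: temperature-sensitive mutant grown at 25 °C; plate controls were DMSO-treated mutant yeast for no effect and medium wells lacking yeast for full effect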
tim10-1 inh = growth inhibitors of tim10-1 mutant yeast, primary screen, luminescence, uHTS | S. cerevisiae tim10-1 ts strain growth, BacTiter-Glo, 24 h | inhibition, % at 20 µM | hit rate 2.2% among 330,000;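 active = inhibition of at least 40%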;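 note: mutant grown at 25 °C; 0% = DMSO wells with yeast and 100% = wells holding no yeast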
APJ agonist = agonists of human apelin receptor APJ, primary screen, CHO-K1 cells, PathHunter beta-arrestin, luminescence; 0% DMSO wells, 100% apelin; activation, % at 20 µM; hit rate 0.11% among 330,000;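 active = activation more than six SD over the plate average, tested at 20 µM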;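 note: 0% = DMSO alone and 100% = apelin-13 at 10 nM; some results filed as inactive read as strong as hits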
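Test system – PathHunter CHO-K1 APJ (AGTRL-1) beta-arrestin reporter cells · Input – 1000 cells/well · Compound – single test compound dose, 20 µM final, 1% DMSO · Times – compound stimulation 90 min at 25 °C, detection 60 min · Technique – beta-gal luminescence · Read-out basis – APJ–arrestin association signal · Control set – negative DMSO alone, positive Apelin-13 at 10 nM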
* hit, by the source's call; . = no result given.

SMILES	XBP1 UPR activ	TIM10 inh	Mdm2-MdmX inh	APJ antagonist	CXCR6 inh	CHOP UPR activ	tim23-1 inh	tim10-1 inh	APJ agonist
CCNS(=O)(=O)c1ccc(NC(=O)c2cc(C(F)(F)F)nn2C)cc1	-1	-8	24	3	-5	-1.6	18	12	-2
CSCc1cc(N(C)C)nc(SCc2ccc(Cl)cc2Cl)n1	-1	23	7	0	5	-1.8	4	35	1
Cc1ccc(C(=O)C(C)OC(=O)C2CCN(c3ccc(C(F)(F)F)cn3)CC2)cc1 (configuration not stated)	-5	-1	7	-4	-1	-1.0	4	16	-5
CCOC(=O)C1CCCN(c2nc3ccccc3nc2C(C#N)C(=O)NCc2ccccc2)C1 (configuration not stated)	-4	-4	16	4	10	-1.5	16	32	-6
O=C(CN(Cc1ccccc1Cl)C(=O)c1ccc(CN2CCOCC2)o1)NCC1CCCO1 (configuration not stated)	0	6	26	3	3	-1.1	6	13	-7
O=C(N/N=C/c1cc([N+](=O)[O-])ccc1O)c1c[nH]c2ccccc12	-1	1	3	23	13	-1.2	-9	14	-5
COc1ccc(C2CC(c3cccs3)=NN2c2nc(C)c(C(C)=O)s2)cc1OC (configuration not stated)	5	5	68*	-7	17	0.9	24	39	-5
Cc1cccc(-c2ccc(C=Nc3c(C)n(C)n(-c4ccccc4)c3=O)o2)c1	-1	-24	4	-2	6	1.1	11	-17	-5
COc1ccc(N2CCN(C(=O)c3ccc(-c4nc5ccccc5s4)o3)CC2)cc1	0	-7	-9	1	-7	3.2	-5	-2	-1
CC1CN(C(=O)c2scc3c2OCCO3)CC(C)O1 (configuration not stated)	-1	-10	9	-4	-5	-0.4	3	0	-6
O=S(=O)(c1ccc(Br)s1)N1CCc2ccccc2C1	2	11	9	15	-3	-1.0	27	17	-3
Cc1cc(CSc2ccccc2)ccc1NC(=O)c1ccc(CN2CCOCC2)cc1	-3	-50	15	-5	-2	-0.9	-3	-31	-2
Cc1ccccc1Nc1nc(-c2sc(NC(=O)c3cccc(Cl)c3)nc2C)cs1	-1	-5	-42	-46	.	3.5	27	-7	-6
CCOc1cc(/C=N/NC(=O)c2cccnc2)ccc1OCc1ccc(C(=O)OC)o1	3	-8	4	-35	-5	-2.2	2	3	-2
CCOC(=O)C1=CN(Cc2cccc(F)c2)S(=O)(=O)N(C)C1c1ccccc1 (configuration not stated)	1	-5	23	.	-2	-0.1	49	17	.
COc1ccc(CNC(=O)c2onc(C)c2Cl)cc1	-3	-1	26	22	5	0.7	-9	0	-3
O=[N+]([O-])c1ccccc1S(=O)(=O)N1CCc2ccccc2C1	3	2	-5	11	0	1.6	19	17	-2
COc1cc(OC)cc(C(=O)NCC(=O)OC(C)C(=O)NC(C)C2CC3CCC2C3)c1 (configuration not stated)	-2	8	2	-3	0	0.3	20	13	-6
COC(=O)c1ccc(Oc2nc(C(N)=O)cc(-c3ccccc3)n2)cc1	2	12	-2	3	8	0.0	22	19	-2
COc1cccc(-c2nc(CS(=O)(=O)CC(=O)Nc3ccccc3C)c(C)o2)c1	-6	6	-5	2	0	-1.6	7	21	0
O=C(N/N=C/c1cccc([N+](=O)[O-])c1)c1cc[n+](CCO)cc1	-2	-4	1	-28	0	-1.6	-4	7	2
O=C(Cc1ccccc1Cl)NCCCn1ccnc1	-3	-2	-10	-3	1	1.1	-6	6	-3
CN(C)S(=O)(=O)n1cc(/C=C(\NC(=O)c2ccccc2F)C(=O)N2CCOCC2)c2ccccc21	-3	0	10	14	7	1.5	7	16	-5
COc1ccc(C(=O)Nc2cccc(OC(=O)c3ccco3)c2)cc1	4	-7	-29	10	6	3.3	30	6	3
C[C@H](CO)N1C[C@H](C)[C@@H](CN(C)S(=O)(=O)c2cn(C)cn2)Oc2ccc(NC(=O)Nc3ccccc3)cc2C1=O	0	1	5	-3	-6	-0.3	-1	-1	-3
COc1ccccc1-n1c(SCC(=O)N2CCCCC2)nc(O)c(Cc2ccccc2)c1=O	-3	-3	-7	-4	-1	-2.9	11	21	-4
NC(=O)c1cc(NC(=O)c2cc(Br)c(Br)s2)cc(C(N)=O)c1	-2	11	-17	6	-6	1.7	6	29	-3
Nc1nonc1-n1nnc(C(=O)N/N=C/c2ccc(OCc3ccccc3)cc2)c1CNc1ccccc1	15	-6	77*	-14	10	3.8	12	15	-3
CCCCn1c(N)c(N(CC)C(=O)C2COc3ccccc3O2)c(=O)[nH]c1=O (configuration not stated)	-6	-3	15	5	4	-3.1	-16	2	-7
CCOCCCNC(=S)Nc1ccc2nc(N3CCN(CC)CC3)cc(C)c2c1	-3	8	-16	4	-5	0.5	-4	3	0
CN(C(=O)c1cccc(C#N)c1)c1nnc(-c2ccccn2)s1	2	15	-17	9	1	2.5	-9	14	-2
Cc1cc(C)c2[nH]c(=O)c(CN(Cc3cccs3)C(=S)NCC3CCCO3)cc2c1 (configuration not stated)	0	35	-3	2	3	1.6	10	35	-1
CCOC(=S)SCC(=O)Nc1ncc(C)s1	-3	9	13	10	8	-0.5	29	29	-5
Cc1cccc2cc(CN(CC3CCCO3)C(=O)c3ccco3)c3nnnn3c12 (configuration not stated)	1	-12	10	-3	.	-2.3	-7	13	-1
CCCCNC(=O)CNC(=S)N(Cc1cc(OC)c(OC)c(OC)c1)C1CCCC1	0	1	14	-17	6	-0.1	8	-3	-5
CN1CCN(Cc2cccc(Oc3ccccc3)c2)CC1	2	10	-11	23	11	0.8	8	9	-1
CC(C)OCCCNC(=S)N1CCC(C(=O)c2ccc3c(c2)OCCO3)CC1	-1	-5	4	6	-2	-1.2	19	8	0
COC(=O)CN1C(=O)C(C)=C(c2ccc(C)cc2)S1(=O)=O	1	8	-14	5	-4	1.3	9	10	-2
CCN(Cc1ccncc1)Cc1ccc(OC)cc1OC	-2	-11	18	11	4	-0.4	-5	-7	0
S=c1nc(COc2ccccc2)[nH]c2ccccc12	1	24	-16	5	7	4.4	43	34	-8

Exported with values under each structure: part of the list above
Order of values – XBP1 UPR activ	TIM10 inh	Mdm2-MdmX inh	APJ antagonist	CXCR6 inh	CHOP UPR activ	tim23-1 inh	tim10-1 inh	APJ agonist
- CCOC(=S)SCC(=O)Nc1ncc(C)s1
  -3	9	13	10	8	-0.5	29	29	-5
- Cc1cccc2cc(CN(CC3CCCO3)C(=O)c3ccco3)c3nnnn3c12 (configuration not stated)
  1	-12	10	-3	.	-2.3	-7	13	-1
- CCCCNC(=O)CNC(=S)N(Cc1cc(OC)c(OC)c(OC)c1)C1CCCC1
  0	1	14	-17	6	-0.1	8	-3	-5
- CN1CCN(Cc2cccc(Oc3ccccc3)c2)CC1
  2	10	-11	23	11	0.8	8	9	-1

The listing continues:
SMILES	XBP1 UPR activ	TIM10 inh	Mdm2-MdmX inh	APJ antagonist	CXCR6 inh	CHOP UPR activ	tim23-1 inh	tim10-1 inh	APJ agonist
O=C1/C(=C/c2cccs2)COc2ccccc21	2	33	11	5	6	6.3	58*	28	-1
CCS(=O)(=O)N1CCN(S(=O)(=O)c2ccc3ccccc3c2)CC1	-5	-6	2	-16	-1	0.6	4	3	3
O=C(NC(Nc1nc2ccc([N+](=O)[O-])cc2s1)(C(F)(F)F)C(F)(F)F)c1ccccc1Cl	-1	66*	100*	30	29	25	71*	78*	-4
COc1cc(OC)cc(C(=O)Nc2nc(CC(=O)NCc3ccccc3OC)cs2)c1	-1	7	23	-1	-11	2.0	31	17	6
N#C/C(=C/c1ccc(OCc2ccc(C(=O)O)cc2)c(Br)c1)c1cccc(F)c1	0	10	4	10	5	2.2	-3	11	-4
O=C(NCC1CCCO1)c1cccc(NC(=O)c2ccc(Br)cc2)c1 (configuration not stated)	3	-13	22	-5	-24	0.0	10	-12	-6
CCOc1ccc(S(=O)(=O)Nc2cc(Cl)ccc2O)cc1	-1	11	19	-11	-12	0.3	18	14	0
CCOc1ccccc1N1CN(C2CCCCC2)CNC1=S	-1	2	12	-11	10	-0.1	2	-6	-1
COc1cc(/C=C/c2nnc3c4ccccc4ncn23)cc(OC)c1OC	3	25	11	-30	5	-1.6	25	44*	0
C/C(=C\c1ccccc1)C(=O)Nc1ccc(Cl)cn1	-2	-2	-202	2	-2	3.4	30	8	0
CCC1CCCCN1CCN1C(=O)C2C(C(=O)Nc3cccc(OC)c3)C3C=CC2(O3)C1C(=O)NC1CCCCC1 (configuration not stated)	-5	10	19	13	-6	-0.1	10	-12	-3
CC(=O)Nn1c(COc2ccccc2C)nc2ccccc2c1=O	0	-13	14	1	1	-0.5	9	26	-4
COc1ccc(CN(C)C(=O)C2CCN(S(=O)(=O)c3cccs3)CC2)cc1F	-1	7	6	-8	0	-1.7	22	17	-2
Cc1ccccc1-c1nc(CN2CCC(C(=O)NCCCN3CC(C)CC(C)C3)CC2)c(C)o1 (configuration not stated)	6	-13	78*	16	10	0.7	-6	4	-2
CC1Cc2ccccc2N1C(=O)CCn1c(=O)sc2ccccc21 (configuration not stated)	1	-7	-45	2	-1	4.8	30	17	0
Cc1cc(C)n(CC(O)COc2ccccc2)n1 (configuration not stated)	-1	6	22	-5	-1	0.0	0	13	0
COc1ccc(C(=O)COC(=O)COc2cccc3c2OC(C)(C)C3)c(OC)c1	-3	-2	23	17	-2	0.5	31	22	-4
CC(=O)Oc1ccccc1C1=NN(C(=O)/C=C/c2ccccc2)C(c2ccccc2)C1 (configuration not stated)	-2	16	51*	10	12	2.6	39	16	-3
CC1C(=O)N2CCCc3cc(NC(=O)C(=O)NCc4cccnc4)cc1c32 (configuration not stated)	6	6	18	12	-6	-1.2	-6	-16	-8
Cc1ccc(S(=O)(=O)N2CCCC(C(=O)O)C2)s1 (configuration not stated)	-1	2	19	1	-4	2.4	6	7	-1
CCCC12CN3CC(C)(CN(C1)C3c1ccc3c(c1)OCO3)C2=O (configuration not stated)	-5	12	5	5	13	-0.1	17	-1	-3
Cc1ccc(C(=O)NNc2ncnc3c2cnn3C)cc1	-1	10	-6	1	2	3.7	10	0	3
COc1ccc(N2CC(NS(=O)(=O)c3cccnc3)CC2=O)cc1OC (configuration not stated)	-4	-7	5	0	1	-1.2	3	6	1
COc1ccccc1C1(O)CC2CCC(C1)N2S(=O)(=O)c1ccc(C(C)=O)cc1 (configuration not stated)	-2	18	-28	-8	2	-2.8	31	23	4
Nc1nc(N2CCN(C(=O)c3ccco3)CC2)nc2ccc(Br)cc12	10	-2	-113	-5	-8	5.7	-13	-12	0

The list is partial; the hit share may differ from the screen's.
